Bioassay records: PubChem BioAssay, The Scripps Research Institute Molecular Screening Center
PME-1 inh = PME-1 (human) inhibition | 0.53% of 320,000 active | Q9Y570 | inhibition, % at 5.9 µM | recombinant PME-1, FP-Rh probe fluorescence polarization | AID 2130;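 active = inhibition above the campaign mean of all compounds plus 3 SD, cut at about 26% in these data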;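 note: competitive labeling of PME-1 active site by serine hydrolase directed probe; 0% = PME-1 with DMSO and 100% = wells lacking PME-1 enzyme; inhibitors block probe labeling so polarization falls and inhibition rises; many of its hits are not listed in these tables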
pPAFAH inh = inhibitors of human plasma PAF acetylhydrolase (pPAFAH). recombinant pPAFAH, FP-rhodamine probe fluorescence polarization. inhibition, % at 3.39 µM. 1.5% of 330,000 active. AID 463082;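 active = inhibition above the mean inhibition across the screen plus 3 SD, cut at about 25% in these data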;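 note: inhibitors block binding of the rhodamine activity-based probe so polarization drops; 0% = enzyme with DMSO and 100% = wells lacking pPAFAH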
PAFAH1B2 inh = blocks human PAF acetylhydrolase 1b catalytic subunit 2; P68402; recombinant PAFAH1B2, FP-rhodamine activity probe, fluorescence polarization; inhibition, % at 3.39 µM; 1.2% of 340,000 active;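 active = inhibition above the mean of all tested compounds plus 3 SD, cut at about 24% in these data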;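 note: 0% = enzyme with DMSO and 100% = wells lacking PAFAH1B2; many of its hits are not listed in these tables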
PAFAH1B3 inh = PAFAH1B3 (human) inhibition | 0.28% of 340,000 active | inhibition, % at 3.39 µM | recombinant PAFAH1B3, FP-rhodamine probe, fluorescence polarization | AID 492972 | Q15102;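 active = inhibition above the screen-wide average of all tested compounds plus 3 SD, cut at about 25% in these data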;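 note: 0% = enzyme with DMSO only and 100% = wells lacking PAFAH1B3 protein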
PREPL inh = inhibits the human prolyl oligopeptidase-like enzyme; 0.68% of 320,000 active; recombinant PREPL, fluorescence polarization activity-based probe; inhibition, % at 5.96 µM; AID 2751; Q4J6C6; in the data active = inhibition above about 43%;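 note: 0% = enzyme with DMSO and 100% = wells lacking enzyme; many of its hits are not listed in these tables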
Target sequence (Q4J6C6 whole entry, looked up): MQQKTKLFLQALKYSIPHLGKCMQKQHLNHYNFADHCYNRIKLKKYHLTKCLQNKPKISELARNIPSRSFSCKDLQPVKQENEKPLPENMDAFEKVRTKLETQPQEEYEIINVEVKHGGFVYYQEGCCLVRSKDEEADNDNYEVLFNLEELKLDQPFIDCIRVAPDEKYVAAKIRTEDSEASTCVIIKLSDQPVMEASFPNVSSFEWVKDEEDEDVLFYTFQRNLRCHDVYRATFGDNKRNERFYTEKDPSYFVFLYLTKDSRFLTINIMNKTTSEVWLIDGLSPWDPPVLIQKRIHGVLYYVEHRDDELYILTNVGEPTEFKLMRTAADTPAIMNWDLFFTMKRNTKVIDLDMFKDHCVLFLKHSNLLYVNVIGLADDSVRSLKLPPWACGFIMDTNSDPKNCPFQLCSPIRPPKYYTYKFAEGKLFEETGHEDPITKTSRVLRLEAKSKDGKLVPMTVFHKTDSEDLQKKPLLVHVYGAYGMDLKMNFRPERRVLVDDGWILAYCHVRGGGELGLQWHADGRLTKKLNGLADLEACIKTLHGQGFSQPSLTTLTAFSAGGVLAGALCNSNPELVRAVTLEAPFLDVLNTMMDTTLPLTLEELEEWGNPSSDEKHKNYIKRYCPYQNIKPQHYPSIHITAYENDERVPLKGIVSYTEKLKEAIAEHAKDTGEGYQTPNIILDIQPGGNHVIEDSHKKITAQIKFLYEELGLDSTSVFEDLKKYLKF
GSTO1 inh = counter-screen for RBBP9 inhibitors: inhibitors of human GSTO1; inhibition, % at 5.96 µM; recombinant GSTO1, activity-based probe fluorescence polarization; 1.1% of 300,000 active; P78417;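 active = inhibition above the campaign mean inhibition plus 3 SD, cut at about 35% in these data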;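 note: 0% = GSTO1-1 with DMSO and 100% = wells lacking GSTO1-1 enzyme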
LYPLA1 counter = LYPLA1 (human) inhibition in PME1 counter-screen | O75608 | recombinant LYPLA1, FP-Rh probe fluorescence polarization | inhibition, % at 5.9 µM | 0.16% of 320,000 active | AID 2174;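 active = inhibition above the mean of all tested compounds plus 3 SD, set per campaign, cut at about 14% in these data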;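 note: inhibitors block serine hydrolase probe labeling of LYPLA1 so polarization falls; 0% = enzyme with DMSO and 100% = wells lacking LYPLA1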
LYPLA2 inh = blocks human lysophospholipase 2, a PME1 counter-screen; O95372; recombinant LYPLA2, FP-Rh probe fluorescence polarization; inhibition, % at 5.9 µM; 0.38% of 320,000 active; AID 2177;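 active = inhibition above the screen-wide mean plus 3 SD, limit set per campaign, cut at about 26% in these data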;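 note: 0% = LYPLA2 with DMSO and 100% = wells lacking LYPLA2 enzyme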
Target sequence (O95372 whole entry, looked up): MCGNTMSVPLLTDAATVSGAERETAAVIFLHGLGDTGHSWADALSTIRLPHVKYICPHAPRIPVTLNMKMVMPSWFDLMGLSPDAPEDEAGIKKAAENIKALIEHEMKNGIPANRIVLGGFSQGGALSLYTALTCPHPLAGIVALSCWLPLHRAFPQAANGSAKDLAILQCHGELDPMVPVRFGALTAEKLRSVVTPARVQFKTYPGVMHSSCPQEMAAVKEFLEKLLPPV
PAD4 inh = blocks human protein arginine deiminase 4. Q9UM07. recombinant PAD4, RCA probe fluorescence polarization. inhibition, % at 6.36 µM. 0.41% of 330,000 active. AID 485272;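 active = percent inhibition above a cutoff equal to the mean of all tested compounds plus 3 SD, cut at about 15% in these data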;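 note: 0% = PAD4 with RCA probe and DMSO and 100% = probe without PAD4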
* hit, by the source's call; · = no result given.

SMILES	PME-1 inh	pPAFAH inh	PAFAH1B2 inh	PAFAH1B3 inh	PREPL inh	GSTO1 inh	LYPLA1 counter	LYPLA2 inh	PAD4 inh
COCCn1c(C)cc(/C=C2/NC(=O)N(Cc3ccc(C)cc3)C2=O)c1C	0	4	1	1	13	1	-7	-2	2
Cc1noc(C)c1COC(=O)c1cc(S(=O)(=O)N2CCOCC2)ccc1Cl	·	1	4	1	3	·	·	·	3
O=C(CN1C(=O)NC2(CCOc3ccccc32)C1=O)NCc1ccccc1 (configuration not stated)	·	6	-1	4	2	·	·	·	-1
O=C(COC(=O)C1CC(=O)N(Cc2ccco2)C1)Nc1ccc(F)cc1F (configuration not stated)	·	4	2	7	-1	·	·	·	0
CCOc1ccc(S(=O)(=O)N(CC(=O)NCC(F)(F)F)Cc2ccco2)cc1	-1	-2	6	1	5	-1	3	-5	-7
COc1ccc(NC(=O)C2CC(=O)N=C(N)S2)cc1 (configuration not stated)	7	-3	-2	0	3	5	2	9	-1
O=C(C1CCC(CNS(=O)(=O)c2cccc3cccnc23)CC1)N1CCc2ccccc21 (configuration not stated)	13	-1	4	4	35	-9	-2	-1	-1
Cc1ccc(CNC(=O)C2CCC(=O)N2C(C)C)cc1 (configuration not stated)	1	0	5	3	3	2	-1	0	9
CCN(CC)c1ccc(/C=C/C(=O)C2C(=O)C=C(C)OC2=O)cc1 (configuration not stated)	-54	17	-35	-54	-26	-156	-23	-52	-83
COC(=O)c1cc(S(=O)(=O)Nc2ccc(C)cn2)c[nH]1	4	3	2	1	3	2	3	11	2
C=C(C)Cn1c(CNC(C)=O)nc2ccccc21	0	3	7	2	0	2	4	-1	-3
O=C(O)CCC(=O)Nc1cccc(C(=O)c2ccccc2)c1	2	4	5	-1	-7	5	2	6	2
CC(C(=O)N1CCOCC1)n1cc([N+](=O)[O-])cn1 (configuration not stated)	-6	1	-2	5	15	0	1	6	-1
COC(=O)c1sc2ccccc2c1N	7	1	0	1	4	-4	1	-1	-2
Cc1ccc(OCC(=O)N(Cc2ccc(N(C)C)cc2)C2CCS(=O)(=O)C2)cc1 (configuration not stated)	5	0	0	4	19	1	0	-3	2
CC(OC(=O)Cn1cnc2ccccc2c1=O)C(=O)NCc1ccccc1 (configuration not stated)	-3	-4	1	1	-6	4	1	2	2
Cc1ccccc1C(=O)NC1CCS(=O)(=O)C1 (configuration not stated)	-7	1	-1	4	7	-2	0	4	-5
Cc1cccc(NC(=O)c2cnccn2)c1	-2	1	2	6	-9	-3	0	-3	6
CCC1CCc2sc(C(=O)NCC3CCCO3)cc2C1 (configuration not stated)	5	6	7	8	7	·	-5	-1	-8
O=C(Nc1ccc(N2CCOCC2)cc1)c1c(F)cccc1Cl	-5	2	5	-7	1	12	1	6	-3
CC(C)(C)SC(=O)C[C@@H]1NS(=O)(=O)OC2CCCCC21 (some centres not stated)	4	2	0	1	14	0	3	6	-2
Cc1ccc(NC(=O)COC(=O)c2ccco2)cc1	-2	1	5	5	12	6	-3	-2	-6
CC(=O)N1CCc2cc(S(=O)(=O)CCC(=O)Nc3cccc(F)c3)ccc21	-5	5	1	0	-6	-1	-3	0	6
O=C(COC(=O)/C=C/c1ccc(S(=O)(=O)N2CCOCC2)cc1)NCc1ccc(F)cc1	4	9	2	21	-5	-3	1	11	-7
C=CCOc1c(Br)cc(/C=C(\C#N)C(N)=O)cc1OC	-2	6	-3	-1	3	-1	-3	2	-2
O=C(Nc1cccc(C(=O)O)c1)Nc1ccccc1Cl	-2	-2	9	9	-9	-3	-2	-2	1
CC(=O)Nc1c(C(=O)N2CCOCC2)cnn1-c1ccc(C)c(C)c1	-1	4	1	2	-9	1	0	1	5
O=C(CN(Cc1ccc(F)cc1)C(=O)CNS(=O)(=O)c1ccccc1)NCc1ccco1	3	3	-1	1	-8	5	-2	4	1
CO/N=C/c1c(C(=O)OC)nn(-c2ccccc2)c1Cl	0	1	3	4	6	1	1	-4	1
O=C1/C(=C/c2ccco2)N=C(N2CCCCC2)N1c1ccccc1	-1	9	3	-2	-5	9	2	-6	-3
CCN(CC(=O)NCc1ccc(Cl)cc1)C(=O)C1CCN(S(=O)(=O)c2ccc(OC)c(OC)c2)CC1	10	-2	4	4	6	-12	0	3	-5
O=C(Nc1ccsc1C(=O)NC1CC1)c1ccccc1	0	7	2	-3	2	3	2	-1	6
O=C(/C=C/c1ccc([N+](=O)[O-])cc1)NC1CC2CCC1C2 (configuration not stated)	-11	6	8	3	22	-2	2	0	-3
Cc1nn(C)c(C)c1Sc1ccccc1N	0	-2	2	10	22	6	-1	1	-4
Nc1nonc1C(=O)NCCN=Cc1ccccc1O	-3	0	0	5	2	-4	-5	-3	-7
Cc1cc(Br)ccc1OCC(=O)NNC(=O)Cc1ccccc1	0	2	1	-4	10	-3	-3	4	2
O=C1CCCc2c1cc(C(=O)NCc1ccco1)c(=O)n2-c1ccc(Cl)cc1	-1	2	1	19	6	0	3	8	-2
O=C(NC1(C(F)(F)F)NC(=O)N(c2ccc(F)cc2)C1=O)c1cccs1 (configuration not stated)	4	1	5	2	-2	5	2	5	-6
NC(=O)c1c(C(F)(F)F)cc(-c2ccccc2)nc1NCCO	-4	5	-2	-1	3	5	1	5	0
CC1CCCCC1NC(=O)COC(=O)c1cc(=O)[nH]c2ccccc12 (configuration not stated)	·	-1	-1	11	-12	·	·	·	-3
Cn1c(CNC(=O)CNC(=O)c2cccc(Cl)c2)cc(=O)n(C)c1=O	1	-1	7	8	13	-7	-2	-8	-2
CCc1c(C)c2ccc(OCC(=O)OC)cc2oc1=O	0	-2	4	-1	15	3	4	7	0
COc1ccc(NC(=O)CN(C)C(=O)c2ccc3c(c2)OCCO3)cc1	-3	2	7	5	1	5	-1	2	-4
COc1ccc(S(=O)(=O)O/N=C2\CCSc3ccc(C)cc32)cc1	2	0	2	8	-4	2	2	5	-4
CC(C)CC(COCc1ccc(Cl)cc1)N1CCN(C(=O)c2cccc(C(F)(F)F)c2)CCC1=O (configuration not stated)	3	7	0	-3	16	1	3	0	1

Compound profiles, from the list above. Values in the order: PME-1 inh	pPAFAH inh	PAFAH1B2 inh	PAFAH1B3 inh	PREPL inh	GSTO1 inh	LYPLA1 counter	LYPLA2 inh	PAD4 inh
O=C1CCCc2c1cc(C(=O)NCc1ccco1)c(=O)n2-c1ccc(Cl)cc1 across the screens: -1	2	1	19	6	0	3	8	-2
CC(C)CC(COCc1ccc(Cl)cc1)N1CCN(C(=O)c2cccc(C(F)(F)F)c2)CCC1=O (configuration not stated) across the screens: 3	7	0	-3	16	1	3	0	1

(further entries)
SMILES	PME-1 inh	pPAFAH inh	PAFAH1B2 inh	PAFAH1B3 inh	PREPL inh	GSTO1 inh	LYPLA1 counter	LYPLA2 inh	PAD4 inh
CN(Cc1cccs1)c1ncnc2sccc12	0	8	5	3	2	-2	3	0	-1
COc1ccccc1NC(=O)Nc1ccc(S(=O)(=O)Nc2onc(C)c2C)cc1	-2	1	0	4	3	·	0	2	0
COc1cccc(-c2ccc(=O)n(CC(=O)NCCN3CCOCC3)n2)c1	3	7	0	-9	6	3	-5	-2	1
Brc1cnc2nc(SC/C=C/c3ccccc3)[nH]c2c1	0	0	0	-2	-5	-6	1	4	-1
Cc1cc(Cl)nc(Cl)c1C(=O)NC(=O)NCCC(C)C	0	0	-3	3	5	-4	-4	-2	-1
COc1ccc(N(C)C(=O)Cc2c(C(=O)O)n(C)c3ccccc23)cc1	0	1	6	9	-6	1	-2	2	4
C/C(CCN1CCc2nc(-c3ccccc3)c(-c3ccccc3)cc2C1)=N\O[C@H](C)c1cn([C@H](CO)Cc2ccccc2)nn1	1	9	·	·	18	4	0	4	1
O=C(c1cc(=O)c2ccccc2o1)N1CCCc2ccccc21	5	3	4	3	-5	-2	0	11	0
CCOc1ccc(CCNC(=O)COC(=O)C2CCN(S(=O)(=O)c3ccc(C)c(C)c3)CC2)cc1OCC	1	14	5	9	7	1	-4	0	1
Cc1cc(C(=O)OCC(=O)Nc2ccccc2[N+](=O)[O-])c2ccccc2n1	-2	6	3	5	-1	0	-6	1	2
O=C1COc2ccc(C(=O)NCc3ccco3)cc2N1	4	0	-2	1	3	6	-1	-6	3
Cc1ccc(Cl)cc1NC(=O)c1ccccc1OCC(=O)Nc1ccc(Cl)cc1	-4	-2	0	-7	15	3	-3	-5	-2
O=C(COC(=O)c1ccco1)Nc1nnc(-c2ccccc2)o1	-5	1	-1	4	1	5	-2	-7	0
Cc1sc2ncn(CC(=O)NCCCC(=O)Nc3ccc(C(C)C)cc3)c(=O)c2c1C	-7	-1	-1	2	5	4	3	5	6
CC1(c2nnc(Cc3ccccc3)o2)CC(c2ccc(Cl)cc2)=NO1 (configuration not stated)	3	-1	-3	5	-65	-1	-1	1	0
Cn1ncc2c(Nc3ccc4ccccc4c3)ncnc21	1	3	5	3	14	-2	-9	0	2
CC(C)(Oc1ccc(Cl)cc1)C(=O)N1CCN(c2ccccn2)CC1	7	-2	8	-2	-58	3	2	-4	7

Reprinted at random: two records from the list.
SMILES	PME-1 inh	pPAFAH inh	PAFAH1B2 inh	PAFAH1B3 inh	PREPL inh	GSTO1 inh	LYPLA1 counter	LYPLA2 inh	PAD4 inh
O=C(COC(=O)c1ccco1)Nc1nnc(-c2ccccc2)o1	-5	1	-1	4	1	5	-2	-7	0
CCOc1ccc(CCNC(=O)COC(=O)C2CCN(S(=O)(=O)c3ccc(C)c(C)c3)CC2)cc1OCC	1	14	5	9	7	1	-4	0	1

Four entries out of the list above, arranged by their value in PME-1 inh, highest first.
molecule	PME-1 inh
CCN(CC(=O)NCc1ccc(Cl)cc1)C(=O)C1CCN(S(=O)(=O)c2ccc(OC)c(OC)c2)CC1	10
O=C(O)CCC(=O)Nc1cccc(C(=O)c2ccccc2)c1	2
CCOc1ccc(CCNC(=O)COC(=O)C2CCN(S(=O)(=O)c3ccc(C)c(C)c3)CC2)cc1OCC	1
O=C(Nc1ccsc1C(=O)NC1CC1)c1ccccc1	0

Quoted from the listing, 2 compounds:
SMILES	PME-1 inh	pPAFAH inh	PAFAH1B2 inh	PAFAH1B3 inh	PREPL inh	GSTO1 inh	LYPLA1 counter	LYPLA2 inh	PAD4 inh
Cn1ncc2c(Nc3ccc4ccccc4c3)ncnc21	1	3	5	3	14	-2	-9	0	2
CC(C)(Oc1ccc(Cl)cc1)C(=O)N1CCN(c2ccccn2)CC1	7	-2	8	-2	-58	3	2	-4	7

The list is partial; the hit share may differ from the screen's.
